Pf Dd2 growth = inhibitors of Plasmodium falciparum Dd2 growth; P. falciparum Dd2 growth, SYBR Green, 72 h; Potency, µM (top dose mostly 28.9 µM), for the others: at the top dose activity, negative = inhibition, hits mostly inhibitors; hit rate 4.3% among 120,000; AID 1347417; active = well fitted inhibition curve with a large enough effect; inconclusive = small, poorly fitted or top-dose-only effect; inactive = no such curve, though single readings can be large or run the other way;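 note: plate controls were DMSO vehicle for no effect and reference drug for full effect; nearly all actives have a fitted effect of over 65% in size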
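Readout: SYBR Green fluorescence, 485 nm excitation, 535 nm emission, after ~16 h lysis at 37C. Before that, Dd2-infected red cells (2.5% hematocrit) grew 72 h with compound, 29 uM top final concentration.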
Numbers without * were called inactive; i = inactive; ? = inconclusive; & = joins results of further samples; [ ] = another dose, or the depositor's remark. Potency is the fitted concentration of half-maximal effect. An excerpt; count on the stated rates, not on these rows.

SMILES | Pf Dd2 growth
N#Cc1ccc(C(=O)Nc2ccc([C@@H](O)[C@H]3COCC(=O)N3Cc3ccc(F)cc3)cc2)cc1 | 10µM*
Cc1cc(-c2nccc3c(=O)cc(N(C)c4ccccc4)oc23)ccn1 | i
Cc1nc(C)c(C(=O)N2CCC[C@H](n3c(=O)n(Cc4ccccc4)c4cccnc43)C2)s1 | ?
Cc1ccc(NC(=O)CC2Sc3ccccc3NC2=O)c(Br)c1 (stereo unspecified) | i
CCc1ccc(NC(=O)c2ccc(CN3C(=O)C(C)=C(c4ccc(C)cc4)S3(=O)=O)cc2)cc1 | 15%
CCC(=O)OCc1cnc(C)c2oc(=O)c(C(=O)Nc3ccccc3C(F)(F)F)cc12 | -5%
CCCNC(=O)CSc1nc2nc(C)c(Cc3ccccc3Cl)c(C)n2n1 | 20%
COCCNC(=O)c1cnc2n[nH]c(-c3ccccc3OC)c2n1 | i
COCC1CN(S(=O)(=O)Cc2ccc(F)cc2)CC12CCNCC2 (stereo unspecified) | -2%
Cc1cccc(-c2nc3c(cnn3-c3ccccc3)c(=O)n2-c2cccc(Cl)c2)c1 | ?
Cc1cccc(C)c1OCC(=O)Nc1nc(-c2ccc(Br)cc2)ns1 | 38%[activator]
CCN1CCc2[nH]cnc2C12CCN(C(=O)Cc1c[nH]c(=O)[nH]c1=O)CC2 | 18%
COc1ccccc1C(=O)N1CCC2(CC1)OC(=O)N(CCOc1ccccc1)C2(C)c1cccnc1 (stereo unspecified) | ?
CN1Cc2ncnc(NCC3CC3)c2CN(c2ccccc2)C1=O | 1%[44.1 µM]
COc1ccc(-c2ccc3c(N)c(C(=O)NCc4ccc(C)cc4)sc3n2)cc1 | 13%
CCn1ncc(N2CCCC(CC(=O)NCc3ccc(C)c(C)c3)C2)cc1=O (stereo unspecified) | i
CCN(CC)c1ccc(NS(=O)(=O)c2cc(-c3onc(C)c3C)ccc2OC)c(C)c1 | -2%
O=C(NCc1nnc2n1C(C(=O)O)CC2)c1ccc(F)cc1 (stereo unspecified) | 25%
COc1c[nH]c(CN2CCN(C)C3(CCC(=O)N(C)CC3)C2)cc1=O (stereo unspecified) | -11%
Cc1ccsc1C(=O)N1CCC2(CC1)CC(N(Cc1ccc(F)cc1)C1CC1)CCO2 (stereo unspecified) | 10µM*
CCOC(=O)c1c(NC(=O)c2cc(C(C)C)on2)sc(C(C)=O)c1C | ?
Cc1ccc(NC(=O)NCC2CCOCC2)c(C)c1 | 14%
Cc1cccc(N2CCN(C(=O)Nc3cn(CC(C)C)c(=O)c4ccccc34)CC2)c1C | ?
CN1CCC(N2CCN(C(=O)CCc3ccccc3)CC2)C1=O (stereo unspecified) | 16%
Cn1cc(Cl)cc1C(=O)N1CCCC(c2ccc(C(=O)O)cc2)C1 (stereo unspecified) | i

(listing goes on)
SMILES | Pf Dd2 growth
Cc1ccc(C)n1-c1nnc(N2CCCC(C(=O)Nc3ccc(C(C)C)cc3)C2)s1 (stereo unspecified) | ?
CNS(=O)(=O)c1cc(-c2nn3c(C)nnc3c3ccccc23)ccc1C | ?
Cc1c(C(C)NC(=O)c2ccccc2-c2ncn[nH]2)cnn1-c1ccccn1 (stereo unspecified) | 6%
CCOC(=O)c1sc2cccc(F)c2c1S(=O)(=O)NCc1ccccc1Cl | 10%
Cc1ccc2c(c1)N1C(=O)OC[C@@H]1CCN(C(=O)COCc1ccccc1)C2 | 0%[44.1 µM]
COc1ccc(-n2nc(C(=O)N3CCN(c4cccc(C(F)(F)F)c4)CC3)c3c4ccccc4n(C)c3c2=O)cc1Cl | 33%[activator]
O=C(NCC(c1cccnc1)N1CCc2ccccc2C1)C(=O)Nc1ccccc1 (stereo unspecified) | ?
Cc1cc(C)cc(NC(=O)Cn2cc(C(=O)c3cccs3)c3ccccc32)c1 | ?
Cc1ccc(-n2c(C)nc3c(cnn3-c3ccccc3)c2=O)cc1 | 14%
Cc1ccc(-c2nc(CCNC(=O)C(=O)Nc3c(C)cccc3C)cs2)cc1 | -3%
Cc1n[nH]c(C)c1C(N)C(=O)NCc1ccccc1Cn1cccn1 (stereo unspecified) | 10%
COc1ccc(C(CC(=O)NCCc2ccccc2)c2c[nH]c3ccccc23)cc1OC (stereo unspecified) | ?
CCn1ccc(C(=O)NC2CCCN(c3cc(-c4ccc(OC)cc4)[nH]n3)C2)n1 (stereo unspecified) | -2%
CCOc1cccc(CN2CCC(C(Cc3ccccc3F)N(C)C(=O)c3cccs3)CC2)c1O (stereo unspecified) | -27%
COc1ccc(-c2cc(C[C@H]3CNCC[C@H]3CC(=O)Nc3nccs3)no2)cc1 | -7%[44.1 µM]
COc1ccc(CCNc2nc(-c3ccc(F)cc3)cc(C(F)(F)F)n2)cc1OC | -11%
O=C(Cc1ccccc1F)N1CCN(c2nnc3ccc(Cl)cn23)CC1 | -8%
Cc1ccc(C(=O)N2C[C@@H](Oc3ccccc3)C[C@H]2C(=O)N2CCOCC2)s1 | -6%
OC1(CN2CCC(c3cc(Cc4ccccc4)[nH]n3)CC2)CNCCOC1 (stereo unspecified) | 4%
Cc1ccc(N2CCN(C(=O)CCc3c(C)nc4ncnn4c3C)CC2)c(C)c1 | 31%[activator]
Cc1ccsc1C(=O)N1CCC(c2nc(CCOCC3CC3)no2)C1 (stereo unspecified) | 18%
CC1(C)[C@H](Cc2cc(CN3CCOCC3)on2)C[C@@H]1N(Cc1ccco1)Cc1ccco1 | ?
COc1ccc(CC(=O)N2CCC3(C2)C(=O)N(CCc2ccccc2)c2ccccc23)cc1 (stereo unspecified) | -9%&-10%
Cc1ccc(Nc2sc(C(=O)c3ccccc3)c(N)c2C(N)=O)cc1 | 19%
CC(NC(=O)c1cc2n(n1)CC(c1ccc(Cl)cc1)OC2)c1ccc(F)cc1 (stereo unspecified) | ?

Pulled one by one from the entries so far, 4 records:
SMILES | Pf Dd2 growth
COc1ccc(-n2nc(C(=O)N3CCN(c4cccc(C(F)(F)F)c4)CC3)c3c4ccccc4n(C)c3c2=O)cc1Cl | 33%[activator]
O=C(Cc1ccccc1F)N1CCN(c2nnc3ccc(Cl)cn23)CC1 | -8%
Cc1ccc(-c2nc(CCNC(=O)C(=O)Nc3c(C)cccc3C)cs2)cc1 | -3%
COc1ccc(CC(=O)N2CCC3(C2)C(=O)N(CCc2ccccc2)c2ccccc23)cc1 (stereo unspecified) | -9%&-10%

An excerpt of these results, in markdown.
| structure | Pf Dd2 growth |
| --- | --- |
| Cc1ccsc1C(=O)N1CCC(c2nc(CCOCC3CC3)no2)C1 (stereo unspecified) | 18% |
| CC1(C)[C@H](Cc2cc(CN3CCOCC3)on2)C[C@@H]1N(Cc1ccco1)Cc1ccco1 | ? |

Next structures follow.
SMILES | Pf Dd2 growth
COc1ccc(CN(C(=O)Nc2ccccc2)c2ccccn2)cc1OC | -2%
Cc1ccc2c(C(=O)NCc3ccc(Cl)cc3)cnn2c1 | i
N#Cc1ccc(S(=O)(=O)N2CCC[C@H]2C(=O)N2CCCCCCNC(=O)CC2)cc1 | 8%
CCN1C(=O)c2ccccc2S(=O)(=O)c2ccc(C(=O)NCc3ccc(OC)cc3)cc21 | ?
CC(=O)Nc1ccc2ncnc(N3CCCC3)c2c1 | i
CCOC(=O)N1CCc2c(sc(NCc3cccc(F)c3)c2C(=O)Nc2ccc(OC)cc2OC)C1 | 4µM*
Fc1ccccc1Cc1cn2cc(-c3ccc(Cl)cc3)nc2s1 | 17%
COCCCNc1ccc2nnc(-c3ccccn3)n2n1 | 5%[44.1 µM]
COc1ccc(-c2cc3c(cc2OC)C2(CCN(C(C)=O)CC2)C(=O)N3)cc1OC | i
CCc1cccc(Nc2nc(-c3ccc(OC)c(OC)c3)no2)c1 | ?
COc1ccc(CNC(=O)Cn2c(=O)n3nc(-c4cccc(F)c4)nc3c3ccccc32)cc1OC | 31%[activator]
Cc1cccc(CNC(=O)c2ccc3c(c2)N(C)C2CCCCCN2C3=O)c1 (stereo unspecified) | ?
O=C1CC(c2ccccc2)N(C(=O)C2CC2)CCCN(C(=O)c2ccc3ccccc3n2)CCN1 (stereo unspecified) | -13%
Fc1ccc(CN2CC(N3CCc4ccccc43)C2)cc1 | ?
O=C(c1ccc2c(c1)OCO2)N1CCc2nc(C3CC3)nc(-c3ccc(Cl)cc3)c2CC1 | ?
COc1ccc(OC)c(S(=O)(=O)N2CCCC(c3nc(C(C)C)no3)CCNC(=O)CC2)c1 (stereo unspecified) | -16%
NC(=O)C1CCN(c2cc(-c3noc([C@@H]4CCCN4Cc4cccnc4)n3)ccn2)CC1 | -9%[44.1 µM]
Cc1ccc(NC(=O)C2=CC(c3ccc4c(c3)OCO4)=NS(=O)(=O)N2C)cc1 | -2%
CC(=O)OCc1cc(=O)n2nc(C3CCCCC3)sc2n1 | 8%
COc1cc(CN2CCCC(COc3ccccc3C(=O)N3CCCC3)C2)ccc1O (stereo unspecified) | i
O=C(c1cnccn1)N1CCc2onc(C(c3ccccc3)c3ccccc3)c2C1 | i
CCOC(=O)c1ccc(NC(=O)Cn2cnc3sc(C(=O)OCC)c(C)c3c2=O)cc1 | 21%
COc1ccc(S(=O)(=O)N2CC(C(=O)NC3CCCCC3)C3(CCOCC3)C2)cc1 (stereo unspecified) | -24%
COCCN1C(=O)CS(=O)(=O)C12CCN(C(=O)C1(c3ccc(OC)cc3)CC1)CC2 | -4%
COCc1nnc2n1CCC(NC(=O)c1cnn(C)c1)CC2 (stereo unspecified) | 2%

Gathered by group: the entries above containing a cyano group.
SMILES | Pf Dd2 growth
N#Cc1ccc(C(=O)Nc2ccc([C@@H](O)[C@H]3COCC(=O)N3Cc3ccc(F)cc3)cc2)cc1 | 10µM*
N#Cc1ccc(S(=O)(=O)N2CCC[C@H]2C(=O)N2CCCCCCNC(=O)CC2)cc1 | 8%

Later entries:
SMILES | Pf Dd2 growth
O=C(c1cccnc1)N1C[C@@H]2OCC(=O)N(Cc3ccccn3)[C@@H]2C1 | 14%[44.1 µM]
CCNC(=O)C1CCN(C(=O)N2CC3CC(C2)[C@H]2CCCC(=O)N2C3)CC1 (stereo partly specified) | 3%
COCc1nncn1C1CCN(S(=O)(=O)c2ccc(C)cc2C)CC1 | ?
Cc1cc(C)c(S(=O)(=O)Nc2cccc(-c3cn4ccccc4n3)c2)c(C)c1 | -13%
CCOc1ccc(-c2nonc2NC(=O)c2oc3cc(C)ccc3c2C)cc1 | -10%
Cc1nn(C(=O)CCC(=O)N2CCC(CCOc3ccccc3)C2)c2ccccc12 (stereo unspecified) | i
Cc1ccc(C(=O)N2CC[C@H](CO)[C@H](N(C)C)C2)s1 | -23%
Cc1cc(C)c(CNC(=O)c2nc(-c3ccc(CO)cc3)cc3c2ccn3C(C)C)c(=O)[nH]1 | ?
CC1Oc2ccc(NC(=O)c3cccs3)cc2CN(CCc2ccc(F)cc2)C1=O (stereo unspecified) | ?
COc1cc(=O)n2c(c1C(=O)Nc1ccc(F)cc1F)CCCC2 | 24%
COc1ccc(-c2nc3c(c(=O)[nH]2)CCN(C(=O)Nc2ccc(C)cc2C)C3)cc1 | i
O=C(c1ccoc1)N1CC[C@@H]2COCCN(Cc3ccccc3)[C@@H]2C1 | -21%
O=C(c1ccc(Cl)cc1)N1CCC2(CC1)C(=O)NCN2CCc1ccccc1 | ?
O=C(NC1CC(c2nnc(CO)n2C2CC2)C1)c1n[nH]c2c1COCC2 (stereo unspecified) | -14%
COc1ccc(C(=O)N[C@@H]2CN(C(=O)NC3CCCCC3)CCC[C@H]2O)cc1 | ?
C[C@H]1CCCN1C(=O)c1nnc(COc2ccc(Cl)cc2)n1-c1ccccc1 | -12%[44.1 µM]
Fc1ccc(CN2CCOC[C@H]2c2ncc(-c3ccc(F)cc3F)[nH]2)cc1 | ?
O=C(NCCc1nc(-c2cccnc2)no1)c1coc2c1C(=O)CCC2 | ?
CC1(C)[C@H](Cc2cc(CN3CCOCC3)on2)C[C@@H]1NCc1ccc(CO)o1 | 11%[44.1 µM]
Cc1cc(C)cc(-n2c(SCC(=O)NCC3CCCO3)nc3c([nH]c4ccccc43)c2=O)c1 (stereo unspecified) | i
Cc1noc([C@@H]2CN(C(=O)CCc3ccccc3)C[C@H]2CO)n1 | 43%[activator]
O[C@@H]1C[C@@H](c2nc(-c3ccc4c(c3)OCO4)no2)N(C2CCOCC2)C1 | 3%[44.1 µM]
O=C(Nc1ccc(Cl)cc1)C1CCN(C(=O)c2ncn3c2COC(c2ccc(F)cc2)C3)CC1 (stereo unspecified) | -12%
CSc1nc(C)cc(Nc2c(C)cc(C)cc2C)n1 | 8%[0.594 µM]
C[C@@H]1CN(C(=O)c2cc(-c3ccco3)nc3c(Cl)cccc23)C[C@]1(C)O | ?

In a second layout: four of the compounds above
Cc1noc([C@@H]2CN(C(=O)CCc3ccccc3)C[C@H]2CO)n1
  Pf Dd2 growth: 43%[activator]

O[C@@H]1C[C@@H](c2nc(-c3ccc4c(c3)OCO4)no2)N(C2CCOCC2)C1
  Pf Dd2 growth: 3%[44.1 µM]

O=C(Nc1ccc(Cl)cc1)C1CCN(C(=O)c2ncn3c2COC(c2ccc(F)cc2)C3)CC1 (stereo unspecified)
  Pf Dd2 growth: -12%

CSc1nc(C)cc(Nc2c(C)cc(C)cc2C)n1
  Pf Dd2 growth: 8%[0.594 µM]

Carrying on.
SMILES | Pf Dd2 growth
O=C(OCC1CCCO1)c1ccc2c(c1)N(Cc1cccc(F)c1)C(=O)c1ccccc1S2(=O)=O (stereo unspecified) | 3%
O=C(NC[C@H]1OC[C@@H](N(Cc2ccccc2)Cc2ccccc2)[C@@H]1O)Nc1ccccc1 | i
O=C(NCc1ccco1)c1ccc2c(c1)N(Cc1c(F)cccc1Cl)C(=O)c1ccccc1S2 | ?
Cc1cc(C)cc(OC(C)C(=O)Nc2nc3c(s2)CCCC3)c1 (stereo unspecified) | i
CSCC(=O)N1CC[C@H](NC(=O)Nc2cccc(SC)c2)[C@H]1C(=O)N[C@H](Cc1ccccc1)C(N)=O | -12%
CCN(CC)C(=O)CC[C@@H]1CNC(=O)[C@@H]2C[C@H](NCc3ccc(OC)cc3)CN12 | 0%[44.1 µM]
